# Mtb FBA inh: Mtb FBA enzyme inhibitors, primary screen, biochemical, fluorescence, strain H37Rv; Fructose-bisphosphate aldolase (Mycobacterium tuberculosis (strain ATCC 25618 / H37Rv)), …; purified M. tuberculosis FBA, fluorescence read-out; inhibition, % at 1 µM; 360,000 compounds, 2.3% hits; AID 588726, 2011; in the data active = inhibition above about 27%;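 note: 0% = vehicle and 100% = reference inhibitor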
# Target sequence (P9WQA3 whole entry, looked up): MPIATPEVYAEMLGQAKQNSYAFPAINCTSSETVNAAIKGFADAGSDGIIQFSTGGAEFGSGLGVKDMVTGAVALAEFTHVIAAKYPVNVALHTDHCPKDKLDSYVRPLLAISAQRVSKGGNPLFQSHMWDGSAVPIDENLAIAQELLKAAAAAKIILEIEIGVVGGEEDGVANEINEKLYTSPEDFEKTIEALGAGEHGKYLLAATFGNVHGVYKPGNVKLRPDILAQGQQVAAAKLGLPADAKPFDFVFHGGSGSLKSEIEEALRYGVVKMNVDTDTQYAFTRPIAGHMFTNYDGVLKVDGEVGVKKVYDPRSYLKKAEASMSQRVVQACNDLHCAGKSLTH
# PrPC TRFRET: inhibitors of human cell surface prion protein PrPC, primary screen, cell-based, TR-FRET | inhibition, % at 13.8 µM | 370,000 compounds, 0.43% hits | Major prion protein (Homo sapiens), P04156 | TR-FRET read-out; in the data active = inhibition above about 24%; note: 0% = median of the test wells and 100% = reference compound wells
# BoNT-F LC inh: BoNT/F light chain protease inhibitors, primary screen, biochemical, flow cytometry, MLPCN library. inhibition, % at 10 µM. Multiplex microsphere protease cleavage assay. 360,000 compounds, 0.22% hits. Botulinum neurotoxin type F light chain protease (Clostridium botulinum); in the data active = inhibition above about 35%, passing the limit was not always enough; inconclusive = no clear call, values can overlap the other calls; note: plate controls were buffer without enzyme for full effect and enzyme alone for no effect
# Mtb BioA inh: M. tuberculosis BioA enzyme inhibitors, primary screen, biochemical, plate reader, single point, HTS | purified M. tuberculosis BioA enzyme | inhibition, % at 9.99 µM | AID 602481, 2012 | 7,8-diaminopelargonic acid synthase BioA (Mycobacterium tuberculosis) | 360,000 compounds, 0.096% hits; in the data active = inhibition above about 40%; inconclusive = no clear call, values can overlap the other calls
# UGM FP inh: M. tuberculosis UGM enzyme inhibitors, primary screen, biochemical, fluorescence polarization, single point. purified UGM, fluorescence polarization probe displacement. inhibition, % at 10 µM. 320,000 compounds, 0.06% hits; in the data active = inhibition above about 10%, passing the limit was not always enough; inconclusive = no clear call, values can overlap the other calls
# Target sequence (P9WIQ1 whole entry, looked up): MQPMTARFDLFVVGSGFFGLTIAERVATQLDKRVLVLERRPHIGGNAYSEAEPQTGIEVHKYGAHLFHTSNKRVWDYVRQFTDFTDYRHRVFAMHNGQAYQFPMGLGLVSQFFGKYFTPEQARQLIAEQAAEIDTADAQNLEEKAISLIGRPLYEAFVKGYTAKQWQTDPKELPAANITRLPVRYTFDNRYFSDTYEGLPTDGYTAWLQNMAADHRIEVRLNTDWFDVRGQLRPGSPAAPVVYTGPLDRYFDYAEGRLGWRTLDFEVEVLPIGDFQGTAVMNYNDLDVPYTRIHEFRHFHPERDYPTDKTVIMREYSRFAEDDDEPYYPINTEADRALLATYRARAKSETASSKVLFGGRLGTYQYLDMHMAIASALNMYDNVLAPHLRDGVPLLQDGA
# FadD28 binding: inhibitors of FadD28 bisubstrate probe binding, primary screen, biochemical, fluorescence polarization, single point | 360,000 compounds, 0.22% hits | inhibition, % at 12.5 µM | Mycobacterium tuberculosis FadD28 fatty-acid-AMP ligase; in the data active = inhibition above about 8.5%, passing the limit was not always enough; inconclusive = no clear call, values can overlap the other calls
# CCHFV vOTU inh: CCHFV vOTU protease inhibitors, primary screen, biochemical, Pep-AMC substrate, fluorescence; inhibition, % at 11.5 µM; 370,000 compounds, 0.55% hits; AID 651958, 2012; Crimean-Congo hemorrhagic fever virus L polyprotein viral ovarian tumor (vOTU) protease …; note: 0% = vehicle wells with enzyme and 100% = no enzyme wells
# GDH-TPI counter: GDH-TPI coupling enzyme inhibitors, primary screen, artefact control for M. tuberculosis FBA inhibitor project, biochemical, absorbance, full deck; GDH-TPI coupled enzyme counterscreen, NADH absorbance; inhibition, % at 4.8 µM; 360,000 compounds, 1.2% hits; AID 588335, 2011;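 note: 0% = DMSO wells and 100% = wells lacking the enzyme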
# BoNT A protease: BoNT/A light chain protease inhibitors, primary screen, biochemical, flow cytometry, MLPCN library | inhibition, % at 10 µM | multiplex microsphere protease substrate cleavage | Botulinum neurotoxin type A light chain protease (Clostridium botulinum A str. ATCC 3502) | 360,000 compounds, 0.17% hits; in the data active = inhibition above about 30%; inconclusive = no clear call, values can overlap the other calls; note: plate controls were buffer without enzyme for full effect and enzyme alone for no effect
# Numbers without * were called inactive; u = inconclusive; x = not tested or not shown. Cut-off read from the data, not from the text of the source, unless noted: active = inhibition above about 30%; inactive = the rest.
SMILES,Mtb FBA inh,PrPC TRFRET,BoNT-F LC inh,Mtb BioA inh,UGM FP inh,FadD28 binding,CCHFV vOTU inh,GDH-TPI counter,BoNT A protease
O=C(CSc1nnc(COc2ccc(Br)cc2)o1)N1CCOCC1,-2,-1,-1,1.0,4.7,-3.0,6,-4,-0.1
COc1ccccc1-c1cc2nc(NCCOc3ccccc3)ccn2n1,13,-5,-3,1.0,x,-2.6,1,3,-0.1
COc1ccc(-c2nc3ccccc3c(=O)n2CCOc2ccc(C)cc2C)cc1,8,-3,-4,-2.2,-2.6,-1.5,-15,9,0.5
CN(CC1CCCN(CCc2cccc(C(F)(F)F)c2)C1)C(=O)c1cc2ccccc2o1 (configuration not stated),1,-8,-4,1.1,x,-8.1,28,4,-2.4
COc1ccccc1C(=O)NCCc1nc2ccccc2[nH]1,1,9,-10,-0.4,0.6,-0.2,6,14,-1.0
COc1ccc(/C(O)=C2/C(=O)C(=O)N(CCCN3CCOCC3)C2c2ccc(Cl)cc2)cc1 (configuration not stated),0,3,0,-1.4,x,-4.0,17,7,-1.4
CCN(C(=O)CSc1ncccc1C(=O)O)C1CCCCC1,-10,5,3,x,-2.0,-3.7,14,4,1.0
CCc1ccc2nc(N(CCN(C)C)C(=O)c3ccc4ncsc4c3)sc2c1,3,-7,0,-0.8,3.2,-3.7,1,7,0.7
CN1CCN(CCNC(=O)Nc2ccc([N+](=O)[O-])cc2)CC1,-1,-12,-2,x,-2.0,-1.0,-3,35*,-1.2
Cc1ccc(C(=O)Nc2cc3c(cc2N2CCCCC2)n(C)c(=O)n3C)cc1,1,x,-1,0.5,-0.7,-2.6,x,-1,1.0
COc1ccc(-n2c(SCC#N)nc3c(sc(=S)n3-c3ccccc3)c2=O)c(OC)c1,0,5,-3,-1.8,1.1,-1.4,-6,19,-3.7
CCOC(=O)C1CCN(C(=O)CCc2nnc3ccc(N4CCC(C)CC4)nn23)CC1,0,-3,-2,0.6,1.9,-3.0,4,6,0.9
CC1CCCN(C(=O)COc2ccc(Nc3ccccc3)cc2)C1 (configuration not stated),-1,-3,-4,x,1.3,-2.8,0,3,-0.9
C/C(=N\NC(=O)c1ccc2c(c1)OCO2)c1ccc(O)cc1,-1,13,-6,x,-4.3,-1.5,4,33*,-0.9
O=C(NC1CCCC1)C(c1cccnc1)N(Cc1ccccc1F)C(=O)c1csnn1 (configuration not stated),0,4,18,1.1,-0.3,0.1,0,-3,1.2

# 13 entries from above, with tabs.
structure	Mtb FBA inh	PrPC TRFRET	BoNT-F LC inh	Mtb BioA inh	UGM FP inh	FadD28 binding	CCHFV vOTU inh	GDH-TPI counter	BoNT A protease
O=C(CSc1nnc(COc2ccc(Br)cc2)o1)N1CCOCC1	-2	-1	-1	1.0	4.7	-3.0	6	-4	-0.1
COc1ccccc1-c1cc2nc(NCCOc3ccccc3)ccn2n1	13	-5	-3	1.0	x	-2.6	1	3	-0.1
COc1ccc(-c2nc3ccccc3c(=O)n2CCOc2ccc(C)cc2C)cc1	8	-3	-4	-2.2	-2.6	-1.5	-15	9	0.5
CN(CC1CCCN(CCc2cccc(C(F)(F)F)c2)C1)C(=O)c1cc2ccccc2o1 (configuration not stated)	1	-8	-4	1.1	x	-8.1	28	4	-2.4
COc1ccccc1C(=O)NCCc1nc2ccccc2[nH]1	1	9	-10	-0.4	0.6	-0.2	6	14	-1.0
COc1ccc(/C(O)=C2/C(=O)C(=O)N(CCCN3CCOCC3)C2c2ccc(Cl)cc2)cc1 (configuration not stated)	0	3	0	-1.4	x	-4.0	17	7	-1.4
CCN(C(=O)CSc1ncccc1C(=O)O)C1CCCCC1	-10	5	3	x	-2.0	-3.7	14	4	1.0
CCc1ccc2nc(N(CCN(C)C)C(=O)c3ccc4ncsc4c3)sc2c1	3	-7	0	-0.8	3.2	-3.7	1	7	0.7
CN1CCN(CCNC(=O)Nc2ccc([N+](=O)[O-])cc2)CC1	-1	-12	-2	x	-2.0	-1.0	-3	35*	-1.2
Cc1ccc(C(=O)Nc2cc3c(cc2N2CCCCC2)n(C)c(=O)n3C)cc1	1	x	-1	0.5	-0.7	-2.6	x	-1	1.0
COc1ccc(-n2c(SCC#N)nc3c(sc(=S)n3-c3ccccc3)c2=O)c(OC)c1	0	5	-3	-1.8	1.1	-1.4	-6	19	-3.7
CCOC(=O)C1CCN(C(=O)CCc2nnc3ccc(N4CCC(C)CC4)nn23)CC1	0	-3	-2	0.6	1.9	-3.0	4	6	0.9
CC1CCCN(C(=O)COc2ccc(Nc3ccccc3)cc2)C1 (configuration not stated)	-1	-3	-4	x	1.3	-2.8	0	3	-0.9

# Later entries.
SMILES,Mtb FBA inh,PrPC TRFRET,BoNT-F LC inh,Mtb BioA inh,UGM FP inh,FadD28 binding,CCHFV vOTU inh,GDH-TPI counter,BoNT A protease
CCN(C)C1CN(Cc2cn(Cc3ccc(C(F)(F)F)cc3)nn2)S(=O)(=O)C1 (configuration not stated),x,-3,2,x,x,x,23,x,0.5
Nc1nnc2c(C(F)(F)F)nc3ccccc3n12,5,-10,-28,-1.2,0.9,-1.8,-19,16,-5.2
COc1ccc(C2(C)NC(=O)N(CC(=O)c3cc(C)n(C4CC4)c3C)C2=O)cc1OC (configuration not stated),-2,6,2,-3.8,0.7,-3.5,-15,1,-0.2
CCN(CC)S(=O)(=O)c1ccc2oc(C(=O)NC(C)C)c(C)c2c1,1,2,-5,-1.7,0.6,0.8,-1,18,-0.7
CN(C)c1ccncc1C(=O)Nc1ccc(F)cc1F,-2,-5,0,x,-3.8,-0.8,3,7,-0.2
COc1cccc(OCc2ccc(C(=O)NCC3CCCO3)cc2)c1 (configuration not stated),-1,-8,-6,x,x,-3.6,-3,-1,-0.2
Cc1ccc(-n2ncc3c2CCCC3NC(=O)CCN2CCCC2=O)cc1C (configuration not stated),-3,7,-2,1.3,1.5,-2.0,-8,-4,-0.6
CSc1nc2nccc(/C=C\c3ccccc3)n2n1,-2,-6,2,1.5,-0.6,-3.7,3,31*,u
O=C(CN1CCOCC1)N/N=C/c1ccc(-c2ccc(C(=O)O)cc2)o1,6,-7,0,x,-0.4,1.3,-2,35*,-0.2
CC(C)NC(=O)COc1nncc2ccccc12,2,9,1,1.9,-4.2,-4.2,13,-3,-1.0
O=C(CSc1ncnc2c1nnn2Cc1ccccc1)NC1CCCCC1,0,3,3,0.3,-0.2,-4.1,-4,0,1.5
COc1ccccc1N(C(=O)c1snc(C(N)=O)c1N)C(C(=O)NCCC(C)C)c1ccco1 (configuration not stated),14,-8,5,-0.2,-1.0,-4.2,-20,7,3.6
O=C1CCc2ccccc2N1,-4,-5,-4,-0.7,-0.2,0.7,2,7,0.5
OCCNc1ncnc2c1ncn2[C@H]1CN(Cc2ccncc2)C[C@@H](CO)O1,-1,-2,-7,1.1,x,0.5,-1,7,-0.2
COc1ccc(CCNC(=O)c2ccc(CSc3ccccc3)o2)cc1,-2,0,-6,x,-0.7,-6.8,4,-3,-0.9
O=C(O)c1ccc2c(=O)n3c(nc2c1)/C(=C/c1ccc(Cl)c([N+](=O)[O-])c1)CC3,-4,1,-10,24,4.3,-4.8,0,-4,-3.2
COc1ccc(S(=O)(=O)N2CCN(C)CC2)cc1NC(=O)c1ccccc1,0,-5,2,-0.1,2.3,-0.1,-4,15,-2.1
CCN(CC(=O)Nc1ccccc1OC)C(=O)CN1C(=O)NC(C)(c2ccccc2)C1=O (configuration not stated),3,9,-3,-2.1,1.1,0.8,-4,0,0.4
Clc1cccc2sc(-c3nnc(-c4ccccc4)o3)c(Cl)c12,2,-1,-8,7.3,-1.4,-1.7,10,6,0.7
CCOc1ccc(-c2nn(-c3ccccc3)cc2/C=C2\SC(=S)N(C3CCS(=O)(=O)C3)C2=O)cc1 (configuration not stated),3,-1,43*,-1.3,2.3,0.2,-4,8,36*
Cc1ccc2nc(SCCC#N)nc(C)c2c1,-4,2,13,-3.0,-0.5,-0.5,0,7,1.0
Cc1ccc(S(=O)(=O)Nc2ccc(S(=O)(=O)N3CCOCC3)cc2)cc1,1,1,-6,0.3,8.2,-0.4,6,3,-1.0
CCC(C)(C(=O)NC1CCCCC1)N(C(=O)CC1NC(=O)NC1=O)c1c(C)n(C)n(-c2ccccc2)c1=O (configuration not stated),-4,2,-12,-1.4,1.9,-2.2,2,-1,-1.7
CCOC(=O)c1ccc(S(=O)(=O)N2CCN(C(=O)c3cccc(S(=O)(=O)N4CC(C)OC(C)C4)c3)CC2)cc1 (configuration not stated),0,-6,-2,-1.8,x,-1.0,0,-4,-0.6
Brc1ccc(OCc2nc(-c3ccccn3)n[nH]2)cc1,0,-3,-14,-0.4,1.2,-1.4,5,4,-1.8
COc1ccc(C(=O)NCCSCc2ccc(C)cc2)cc1,-1,7,-10,-2.4,-2.4,u,3,1,-1.3
CSc1ncccc1C(=O)OCC(=O)NCc1ccc2c(c1)OCO2,2,0,0,x,0.5,-0.8,0,5,0.2
Cn1c(SCc2nc3ccccc3s2)nnc1-c1cccs1,4,-2,2,7.5,-2.1,-2.3,5,1,0.3
Cc1ccc(-c2nn3nnnc3c3ccccc23)cc1C,1,6,-4,-5.1,-0.5,0.9,-7,21,0.2
Cc1cc(C(=O)OCC(=O)N2CCOCC2)c2ccccc2n1,8,4,-18,-1.2,1.1,1.4,34*,-1,0.8
CC1CCN(C(=O)C2CCN(c3nnc(-n4cccc4)s3)CC2)CC1,-1,-4,9,1.0,1.1,-1.1,4,-3,-0.1
CCOC(=O)c1sc(N/N=C/c2cc(Br)c(O)c(OC)c2)nc1C,8,-12,-5,0.0,1.2,-2.6,-12,8,-1.9
CCOC(=O)C(NCCc1ccccc1F)(NC(=O)CC)C(F)(F)F (configuration not stated),-1,-1,-8,x,-0.5,0.4,-1,9,-1.4
O=C(CCn1c(=O)c2sccc2n(CC(=O)NCc2ccco2)c1=O)NCc1ccccc1,1,-4,-9,0.0,1.4,-0.4,16,-3,-4.2
COc1cc2nc(CN3CCN(S(=O)(=O)c4ccccc4)CC3)[nH]c(=O)c2cc1OC,-3,6,x,-0.9,x,-4.6,-2,3,x
CC1=NN2C(=N)/C(=C\c3cc(C)n(-c4ccc(C)cc4)c3C)C(=O)N=C2S1,1,-8,u,-1.3,1.2,-1.4,9,6,u
O=C(Nc1nnc(-c2ccco2)o1)c1ccc2ccccc2c1,0,-3,-12,x,0.0,-1.0,-7,24,-0.6
COc1cc(NC(=S)NC(=O)c2ccc(C(C)(C)C)cc2)ccc1NC(=O)c1cccs1,0,-3,-6,x,-3.1,-0.3,5,16,-0.3
Cc1cc(NC(=O)c2cc(-c3ccc(Br)cc3)on2)no1,5,2,-1,0.4,-0.4,-2.3,-3,-7,0.3
Cc1noc(C)c1COc1ccc(C(=O)OCC(=O)c2ccc3c(c2)OCCO3)cc1,-4,-1,-17,-2.3,2.6,2.1,4,3,0.9
